USP2a block = USP2a (human) protease inhibition; O75604; USP2 core, Ub-CHOP2 coupled fluorogenic reporter, 485/531; Potency, µM (doses to about 38.3 µM), without a hit: at the top dose activity change, negative = inhibition, hits mostly inhibitors; actives 0.01% (n = 330,000);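 note: potency is the fitted concentration of half-maximal effect; plate controls were DMSO wells for no effect and full inhibition by NEM control for full effect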
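Cell-free coupled assay: 10nM USP2 core preincubated 30min RT with compound in Tris-HCl pH 8.0/CaCl2/CHAPS buffer, then 25nM Ub-CHOP2 and 25nM reporter substrate; fluorescence (Ex 485/Em 531) read after 60min RT, normalized to NEM inhibition, concentration-response curves fitted.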
p53 reactivation = re-activators of mutant p53; H1299 p53-A138V BP100-luciferase reporter, luminescence, 24 h; Potency, µM (doses to about 92.2 µM), inactives show at the top dose activity change, positive = activation, most hits filed as activators; actives 0.063% (n = 320,000); AID 504706; note: potency is the fitted concentration of half-maximal effect; % of control where 0% means no effect; nearly all actives have a fitted effect of over 45% in size
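p53-null H1299 cells stably carrying temperature-sensitive p53-A138V and a BP100-luciferase reporter were pinned with compounds (4-point, 1:5 series) and held 24 hrs at 37 deg C. Luminescence was read 10 min after detection reagent.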
TRPV1 ag = activates the human vanilloid receptor TRPV1; Q8NER1; TRPV1-expressing cells, Fluo-8 calcium influx, agonist mode; activation, % at 8.33 µM; actives 0.19% (n = 320,000); in the data active = activation above about 80%; inconclusive = between about 30% and that limit; note: 0% is about no effect
Target sequence (Q8NER1 whole entry, looked up): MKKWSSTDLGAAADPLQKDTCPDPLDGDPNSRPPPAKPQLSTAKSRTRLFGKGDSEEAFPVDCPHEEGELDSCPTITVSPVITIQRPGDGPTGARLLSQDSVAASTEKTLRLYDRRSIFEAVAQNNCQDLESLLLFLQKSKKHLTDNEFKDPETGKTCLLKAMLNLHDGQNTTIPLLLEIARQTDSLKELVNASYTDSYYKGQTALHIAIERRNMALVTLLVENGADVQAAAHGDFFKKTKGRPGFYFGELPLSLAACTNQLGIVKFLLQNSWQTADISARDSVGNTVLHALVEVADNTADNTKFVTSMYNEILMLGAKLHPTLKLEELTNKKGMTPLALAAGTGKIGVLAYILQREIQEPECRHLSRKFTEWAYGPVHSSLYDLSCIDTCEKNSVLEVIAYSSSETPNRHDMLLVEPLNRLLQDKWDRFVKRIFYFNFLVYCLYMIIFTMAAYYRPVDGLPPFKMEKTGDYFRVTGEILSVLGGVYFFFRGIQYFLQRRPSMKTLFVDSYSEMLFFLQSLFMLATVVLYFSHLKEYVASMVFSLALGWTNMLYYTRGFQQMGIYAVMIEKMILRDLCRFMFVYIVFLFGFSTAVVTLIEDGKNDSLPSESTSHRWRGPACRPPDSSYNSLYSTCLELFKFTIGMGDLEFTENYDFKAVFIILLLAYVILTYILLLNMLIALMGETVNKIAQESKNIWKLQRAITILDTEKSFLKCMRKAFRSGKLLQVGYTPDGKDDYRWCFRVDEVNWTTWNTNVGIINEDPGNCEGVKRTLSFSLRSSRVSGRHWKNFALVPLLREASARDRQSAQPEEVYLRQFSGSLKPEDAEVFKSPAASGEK
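Fluo-8 calcium influx in TRPV1-expressing cells, kinetic read (ex 480/em 520 nm). Compound added and read 3 min for agonist activity, followed by capsaicin at EC20 final and 2 min further read for enhancement.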
S-ASM inh = inhibitors of human secretory acid sphingomyelinase | P17405 | placental ASM, HMU-PC fluorogenic substrate, 60 min | Potency, µM (highest dose often 57.5 µM), for inactives: top-dose activity change, negative = inhibition, actives largely listed as inhibitors | actives 0.006% (n = 340,000); note: potency is the fitted concentration of half-maximal effect
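Human placenta-derived ASM enzyme was preincubated with compound for 10 minutes at room temperature, then given fluorogenic substrate HMU-PC0 (9 uM final) for 60 minutes at 37 °C; a pH 10 stop preceded fluorescence reading at Ex 386/Em 447 nm.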
ELG1 genotoxic = inducers of genotoxicity in HEK293T ELG1-luciferase cells | HEK293T ELG1-luciferase reporter, luminescence, 16 h | Potency, µM (series often up to 46 µM), for inactives: at the top dose activity change, positive = activation, most hits filed as activators | actives 1.3% (n = 330,000); note: potency is the fitted concentration of half-maximal effect; % of control where 0% means no effect; nearly all actives have a fitted effect of over 60% in size
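HEK293T cells expressing luciferase-tagged ELG1 were exposed to compound or DMSO vehicle for 16 hr at 37 °C and 5% CO2. Luciferase activity was then measured with ONE-Glo after 30 min at room temperature.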
uPA generation = inhibitors of cell surface uPA generation; actives 0.31% (n = 330,000); cell surface uPA generation assay, qHTS; AID 540303; Potency, µM (series often up to 38.3 µM), for inactives: at the top dose activity change, negative = inhibition, actives largely listed as inhibitors; active = well fitted inhibition curve with a large enough effect; inconclusive = small, poorly fitted or top-dose-only effect; inactive = no such curve, though single readings can be large or run the other way; tested in mouse RAW 264.7 cells; note: potency is the fitted concentration of half-maximal effect; % is set by controls: 0 for no effect and ±100 for the full control effect; nearly all actives have a fitted effect of over 55% in size
BRCA1 expr up = increases BRCA1 expression. MCF7-BRCA1-FFLuc reporter, luminescence, 48 h; response scale: scaled: vehicle 0%, 10 µM genistein 100%. Potency, µM (highest dose often 46.1 µM), without a hit: at the top dose activation, actives largely listed as activators. actives 1.1% (n = 380,000); note: potency is the fitted concentration of half-maximal effect; nearly all actives have a fitted effect of over 80% in size; some results filed as inactive show a strong effect at the top dose
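Cells: MCF7-BRCA1-FFLuc, 2000/well. Exposure: 48 h, 37 °C, 5% CO2. Read: luminescence, 15 min post-substrate. Controls: genistein 10 microM (maximal activation), DMSO (neutral).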
PTAP TSG101 blk = blocks PTAP/TSG101 interaction to inhibit HIV-1 budding; Q99816; Fluorescence polarization, FITC-PTAP peptide / Tsg101 binding; Potency, µM (highest dose often 115 µM), for inactives: top-dose activity change, negative = inhibition, actives largely listed as inhibitors; 340,000 tested, under 10 active; active = well fitted inhibition curve with a large enough effect in the main read-out, with a control signal flat, not every such curve was filed as active; inconclusive = small, poorly fitted or top-dose-only effect, or effect the other way, or a change in a side signal; inactive = no such curve, though single readings can be large or run the other way; note: potency is the fitted concentration of half-maximal effect; % of control where 0% means no effect
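Tsg101 binding domain (10 uM final) was mixed with compound and a FITC-labeled PTAP peptide (50 nM final) in HEPES pH 7.5 buffer with NaCl, Tween 20, EDTA and TCEP; fluorescence polarization was read after 20 min at r.t.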
Eya2 inh = blocks the phosphatase activity of human Eya2 | Potency, µM (series often up to 76.9 µM), without a hit: at the highest dose activity, negative = inhibition, actives largely listed as inhibitors | actives 0.006% (n = 330,000) | O00167 | recombinant Eya2, OMFP fluorescence dephosphorylation (OMFP is methylfluorescein phosphate); note: potency is the fitted concentration of half-maximal effect; % is set by controls: 0 for no effect and ±100 for the full control effect
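Eya2 protein (added as 0.2 uM solution) was preincubated with compound for 10 min at ambient temperature in 50 mM HEPES pH 7.5, 50 mM NaCl, 5 uM MgCl2, 0.05% BSA, 1 mM DTT. OMFP (added at 50 uM) then reacted 10 min; fluorescence read at 485/525 nm.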
B2AR arrestin = beta2AR (human) beta-arrestin recruitment activity | P07550 | beta-arrestin recruitment to beta2AR, cell-based reporter | Potency, µM (highest dose often 46.1 µM), for the others: top-dose activation, actives largely listed as activators | actives 0.02% (n = 330,000);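 note: potency is the fitted concentration of half-maximal effect; 0% = DMSO controls and full agonism = EC100 isoproterenol or metaproterenol; nearly all actives have a fitted effect of over 65% in size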
a7 integrin act = integrin-mediated muscular dystrophy alleviation activation. alpha7betagal myoblasts, beta-gal FDG fluorescence, 48 h. Potency, µM (highest dose often 38.3 µM), without a hit: at the top dose activation, most hits filed as activators. actives 0.064% (n = 350,000);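 note: potency is the fitted concentration of half-maximal effect; 100% = response of the positive control SU9516; nearly all actives have a fitted effect of over 60% in size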
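Alpha7betagal+/- myoblasts (passage 13) were plated 16-24 hr, then exposed to compounds (1:260 dilution of DMSO stock) for 48 hours at 37C. After MPER lysis, β-galactosidase reporter activity was read as FDG fluorescence (ex 480/em 540) after 30 minutes.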
* = called active by the depositor; i = inactive; ? = inconclusive; / = not tested or not shown; [ ] = dose if it differs, or a comment. Unless noted, calls come from the whole dose curve; as a rule, active = well fitted curve in the direction sought with a large enough effect; inconclusive = small, poorly fitted or top-dose-only effect, or another doubt; inactive = no such curve, though single readings can be large; an effect the other way counts as inactive or inconclusive. No enrichment for hits; any-hit rate near 2.6%.

1	Cc1noc(C)c1S(=O)(=O)N1CCC2(CC1)OCCO2
2	CN(C)c1ccc(/C=N/NC(=O)c2cccc(C(=O)N/N=C/c3ccc(N(C)C)cc3)n2)cc1
3	Cc1ccccc1OCCCC(=O)Nc1ccccc1C(F)(F)F
4	COc1cccc(CC2(CO)CCCN(Cc3cc4ccccc4[nH]3)C2)c1 (stereo not drawn)
5	O=C(NCCNc1nccc(C(F)(F)F)n1)c1cccc(C(F)(F)F)c1
6	CCc1occc(=O)c1Oc1cc(NN2CCCCC2)c([N+](=O)[O-])cc1[N+](=O)[O-]
7	Cc1ccc(C(=O)Oc2cccc(NC(=O)c3cccs3)c2)cc1S(=O)(=O)N1CCOCC1
8	O=C(CCc1nc(-c2ccccc2)no1)NCCc1ccccc1

assay / compound,1,2,3,4,5,6,7,8
Eya2 inh,1%,8%,-11%,1%,7%,2%,11%,-5%
PTAP TSG101 blk,-4%,-5%,-2%,0%,-2%,-3%,-1%,0%
BRCA1 expr up,0%,16%,-35%,-69%,-23%,-28%,15%,0%
TRPV1 ag,3,1,?,1,?,22,20,7
ELG1 genotoxic,3%,5%,0%,-2%,-5%,0%,5%,0%
B2AR arrestin,-0.4%,-0.3%,-0.1%,0.2%,-0.1%,-0.5%,-0.2%,-0.4%
S-ASM inh,-1%,3%,6%,1%,2%,-6%,-15%,2%
USP2a block,-2%,1%,-5%,0%,1%,0%,-1%,0%
p53 reactivation,-3%,3%,-1%,-4%,-4%,/,5%,8%
uPA generation,1%,11%,2%,4%,0%,-22%,-4%,/
a7 integrin act,13%,13%,22%,-29%,-23%,-20%,15%,11%

Brought forward from above: four entries, followed by the next part.
5	O=C(NCCNc1nccc(C(F)(F)F)n1)c1cccc(C(F)(F)F)c1
6	CCc1occc(=O)c1Oc1cc(NN2CCCCC2)c([N+](=O)[O-])cc1[N+](=O)[O-]
7	Cc1ccc(C(=O)Oc2cccc(NC(=O)c3cccs3)c2)cc1S(=O)(=O)N1CCOCC1
8	O=C(CCc1nc(-c2ccccc2)no1)NCCc1ccccc1
9	CCC(C)/C(C)=N/Nc1ccc(S(N)(=O)=O)cc1[N+](=O)[O-] (stereo not drawn)
10	O=C(c1cc(-c2ccccc2)nn1-c1ccccc1)N1CCN(S(=O)(=O)c2ccc(F)cc2)CC1
11	COc1ccc(C2CC(c3ccc(OC)c(OC)c3)=NN2C(=O)c2ccccc2)cc1 (stereo not drawn)
12	O=C(CC1C(=O)NCCN1Cc1ccc(F)cc1Cl)NCc1ccon1 (stereo not drawn)
13	COc1cc2c(cc1OC)C(c1ccccc1O)NCC2 (stereo not drawn)
14	C=CCN(c1ccccc1)S(=O)(=O)c1ccc2c(c1)oc(=O)n2C
15	COc1cccc(C(=O)N2CCN(Cc3ccccc3[N+](=O)[O-])CC2)c1
16	Cc1ccn2cc(-c3cccc(NC(=O)CCC(=O)O)c3)nc2c1

assay / compound,5,6,7,8,9,10,11,12,13,14,15,16
Eya2 inh,7%,2%,11%,-5%,-7%,20%,5%,8%,-2%,-2%,-12%,0%
PTAP TSG101 blk,-2%,-3%,-1%,0%,-3%,2%,-9%,-6%,-4%,-3%,1%,0%
BRCA1 expr up,-23%,-28%,15%,0%,-23%,-22%,-15%,3%,0%,-25%,-3%,-12%
TRPV1 ag,?,22,20,7,0,?,0,-1,3,/,5,-3
ELG1 genotoxic,-5%,0%,5%,0%,-9%,-19%,10%,1%,0%,0%,-5%,10%
B2AR arrestin,-0.1%,-0.5%,-0.2%,-0.4%,0.0%,-1.5%,-0.1%,-0.2%,0.1%,0.1%,0.0%,-0.8%
S-ASM inh,2%,-6%,-15%,2%,-7%,0%,-14%,6%,2%,1%,-2%,-1%
USP2a block,1%,0%,-1%,0%,1%,0%,-7%,-2%,1%,0%,-1%,-1%
p53 reactivation,-4%,/,5%,8%,2%,0%,-7%,3%,/,8%,5%,/
uPA generation,0%,-22%,-4%,/,-2%,11%,3%,-2%,9%,-23%,-18%,3.5µM*
a7 integrin act,-23%,-20%,15%,11%,-6%,8%,-2%,3%,-18%,22%,5%,0%

17	Cc1cc(C)c(S(=O)(=O)N2CCCC2=O)c(C)c1
18	COc1ccc(-c2cc(=O)c3ccccc3[nH]2)cc1
19	O=C(/C=C/c1ccc2c(c1)OCO2)Nc1nc2ccccc2s1
20	CC/C(=N\NC(N)=O)c1ccc(OC(F)F)cc1
21	CCCC(=O)Nc1cc(C)c(NC(=O)c2ccccn2)cn1
22	O=C(NN1C(=O)/C(=C\c2cccnc2)SC1=S)C(c1ccccc1)c1ccccc1
23	C[N+]1(CCOc2ccc([N+](=O)[O-])cc2)CCOCC1
24	CN1C(=S)SC(/[N+]([O-])=C\c2ccccc2F)C1(C)C (stereo not drawn)

assay / compound,17,18,19,20,21,22,23,24
Eya2 inh,4%,1%,-2%,-6%,-2%,3%,-2%,2%
PTAP TSG101 blk,2%,/,-4%,-3%,-3%,-3%,-7%,0%
BRCA1 expr up,15%,10%,19%,-11%,?,12%,8%,-8%
TRPV1 ag,2,-1,0,13,0,1,0,-1
ELG1 genotoxic,0%,4%,18µM*,5%,4%,-2%,-2%,0%
B2AR arrestin,-1.4%,-0.2%,-0.3%,3.4%,0.3%,-1.0%,0.0%,0.5%
S-ASM inh,0%,2%,79%[activator],5%,3%,-16%,0%,3%
USP2a block,3%,-1%,3%,0%,-5%,-1%,-2%,2%
p53 reactivation,-3%,5%,?,-2%,1%,0%,5%,-3%
uPA generation,5%,-9%,-7%,2%,1%,-6%,4%,17%
a7 integrin act,-19%,0%,-31%,?,27%,22%,32%,25%

25	CC(Sc1ccc(S(=O)(=O)N2CCN(C)CC2)cn1)C(=O)Nc1cccc(Cl)c1Cl (stereo not drawn)
26	Cc1ccc(CN(Cc2cc3cc4c(cc3[nH]c2=O)OCCO4)Cc2nnnn2Cc2ccco2)cc1
27	CC(CCN1CCOCC1)c1ccccc1 (stereo not drawn)
28	CCN(CC)c1ccc(C(=O)OCC(=O)Nc2ccc3[nH]c(=O)[nH]c3c2)cc1
29	O=C1c2ccccc2C(=O)N1CCC(c1ccc(F)cc1)c1ccco1 (stereo not drawn)
30	O=C(CSc1nc2c(cnn2-c2ccccc2)c(=O)[nH]1)NCC1CCCO1 (stereo not drawn)
31	CCNc1nc(NCC)nc(N/N=C/c2ccc(O)c(OC)c2)n1
32	CC(c1ccco1)N(C(=O)COc1ccccc1[N+](=O)[O-])c1ccccn1 (stereo not drawn)

assay / compound,25,26,27,28,29,30,31,32
Eya2 inh,/,-8%,3%,-6%,6%,1%,-6%,/
PTAP TSG101 blk,-4%,-3%,-3%,0%,-1%,0%,1%,-6%
BRCA1 expr up,-32%,-63%,11%,18%,19%,-6%,21%,-18%
TRPV1 ag,/,23,3,24,17,/,-2,3
ELG1 genotoxic,/,-10%,-3%,3%,15%,1%,-3%,/
B2AR arrestin,/,0.8%,-0.3%,-0.1%,?,-0.2%,-0.3%,/
S-ASM inh,2%,31%,0%,-13%,-7%,2%,56%[activator],2%
USP2a block,/,-21%,1%,-2%,0%,-6%,1%,/
p53 reactivation,/,-4%,2%,10%,17%,2%,-2%,/
uPA generation,-12%,/,15%,5%,1%,0%,-8%,11%
a7 integrin act,6%,-8%,-11%,-19%,-21%,5%,0%,1%

33	Cc1cccc(N(C(=O)c2sc(C)nc2C)C(C(=O)NCC2CCCO2)c2ccccc2)c1 (stereo not drawn)
34	COC(=O)Nc1ccc2ccc3c(NC(=O)OC)ccc4ccc1c2c43
35	NC(=O)c1ccc(NC(=O)CCN2C(=O)c3ccccc3C2=O)cc1
36	O=C(CSc1nnnn1C1CCCCC1)Nc1cccc(NC(=O)c2ccco2)c1

assay / compound,33,34,35,36
Eya2 inh,-2%,/,1%,-13%
PTAP TSG101 blk,-2%,6%,-1%,1%
BRCA1 expr up,-13%,-64%,-7%,0%
TRPV1 ag,-3,/,10,0
ELG1 genotoxic,-6%,/,1%,-3%
B2AR arrestin,0.1%,/,0.0%,-0.4%
S-ASM inh,-1%,i,-1%,-6%
USP2a block,1%,/,2%,4%
p53 reactivation,0%,/,-4%,-1%
uPA generation,9%,?,9%,6%
a7 integrin act,10%,0%,-9%,-1%

Assay outcomes from PubChem.
